hgDAF12 agonist = H. glycines DAF-12 receptor agonists, primary screen, cell-based, luminescence, HEK293, GAL4 fusion, UAS-luciferase; HEK293 GAL4-hgDAF12 UAS-luciferase reporter, agonist luminescence; normalized to butyrate control; activation, % at 6.8 µM; 1.8% of 370,000 active; AID 687014, 2013;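 active = activation above a cutoff set at the mean of all screened compounds plus 3 SD, cut at about 10% in these data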;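 also: 0% = DMSO wells and 100% = sodium butyrate wells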
NR1D1 modulator = modulators of Rev-erb alpha DNA binding, primary screen, biochemical, FITC-DNA, fluorescence polarization, uHTS; Nuclear receptor subfamily 1 group D member 1 (Homo sapiens), P20393; AID 1259318, 2017; 0.79% of 370,000 active; Rev-erbα–FITC-DNA binding, 90 min; activity, % at 10 µM;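 active = activity above about 14%, limit read from the data; passing the limit was not always enough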;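 also: 0% = DMSO wells with 35 nM protein and 100% = DMSO wells with 750 nM protein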
SMARCA2 act = SMARCA2 (BRM) function activators, primary screen, cell-based, luminescence, high throughput | MG213 cells, MMTV-luciferase reporter, dexamethasone, overnight | activation, % at 9.1 µM | 1% of 370,000 active; in the data active = activation above about 7.8%;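 also: 0% = vehicle wells and 100% = reference activator wells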
PG9 binder = binders of HIV-1 gp120 antibody PG9, primary screen, biochemical, TR-FRET | inhibition, % at 6.7 µM | TR-FRET gp120-PG9 antibody binding | HIV-1 gp120 / PG9 antibody interaction | 0.43% of 360,000 active; in the data active = inhibition above about 8.5%
PLC-beta3 inh = human PLC-beta3 inhibitors, primary screen, biochemical, fluorescence | 0.18% of 370,000 active | Purified PLC-beta3, fluorogenic substrate | inhibition, % at 12.2 µM | 1-phosphatidylinositol 4,5-bisphosphate phosphodiesterase beta-3 (Homo sapiens), Q01970; in the data active = inhibition above about 11%;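 also: 0% = median of compound wells on plate and 100% = full blocker control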
Target sequence (Q01970 whole entry, looked up): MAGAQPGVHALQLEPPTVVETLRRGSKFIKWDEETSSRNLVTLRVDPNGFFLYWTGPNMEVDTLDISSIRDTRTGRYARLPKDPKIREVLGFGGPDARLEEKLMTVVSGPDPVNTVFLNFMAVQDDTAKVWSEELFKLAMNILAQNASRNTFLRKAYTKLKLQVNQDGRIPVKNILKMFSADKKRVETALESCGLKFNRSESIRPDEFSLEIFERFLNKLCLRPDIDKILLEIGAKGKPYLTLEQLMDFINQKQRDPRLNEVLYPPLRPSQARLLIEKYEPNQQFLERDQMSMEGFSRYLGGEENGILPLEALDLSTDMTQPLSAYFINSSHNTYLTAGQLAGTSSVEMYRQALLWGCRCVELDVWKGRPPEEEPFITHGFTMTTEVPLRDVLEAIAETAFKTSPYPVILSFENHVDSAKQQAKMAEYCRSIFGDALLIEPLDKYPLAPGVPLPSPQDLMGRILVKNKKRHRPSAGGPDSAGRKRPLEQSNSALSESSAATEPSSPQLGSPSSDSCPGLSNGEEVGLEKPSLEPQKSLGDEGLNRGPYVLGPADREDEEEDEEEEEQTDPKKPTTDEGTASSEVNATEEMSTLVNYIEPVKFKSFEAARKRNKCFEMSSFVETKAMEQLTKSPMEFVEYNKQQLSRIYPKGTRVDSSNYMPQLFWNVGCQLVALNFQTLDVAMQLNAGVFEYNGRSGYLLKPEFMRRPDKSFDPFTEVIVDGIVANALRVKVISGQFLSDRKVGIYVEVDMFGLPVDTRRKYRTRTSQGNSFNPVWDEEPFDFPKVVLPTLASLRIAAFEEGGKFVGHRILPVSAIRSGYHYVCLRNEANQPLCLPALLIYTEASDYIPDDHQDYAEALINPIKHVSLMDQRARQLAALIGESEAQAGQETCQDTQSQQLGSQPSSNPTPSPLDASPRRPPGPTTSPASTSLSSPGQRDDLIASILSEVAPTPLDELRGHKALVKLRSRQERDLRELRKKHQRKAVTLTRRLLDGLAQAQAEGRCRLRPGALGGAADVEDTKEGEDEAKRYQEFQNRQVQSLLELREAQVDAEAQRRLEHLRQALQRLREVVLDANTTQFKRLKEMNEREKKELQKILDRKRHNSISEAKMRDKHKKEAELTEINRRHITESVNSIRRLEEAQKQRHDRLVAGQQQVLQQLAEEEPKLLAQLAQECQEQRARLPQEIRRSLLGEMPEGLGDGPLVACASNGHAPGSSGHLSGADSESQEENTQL
hcDAF-12 act = H. contortus DAF-12 nuclear receptor activators, primary screen, cell-based, luminescence, HEK293, lit1-tk-luc reporter; HEK293 hcDAF-12 lit1-tk-luc reporter; 0% DMSO, 100% Δ7-dafachronic acid; activation, % at 6.8 µM; 1.4% of 370,000 active; AID 652067, 2013;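 active = activation above the mean of all tested compounds plus 3 SD, cut at about 5.5% in these data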;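 also: 100% = response to 3 µM Δ7-dafachronic acid high control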
DAX1 inh-1 = DAX1 (NR0B1) inhibitors on StAR promoter, primary screen, cell-based, luminescence, SF-1 (NR5A1), full-length DAX-1; HEK293T StAR-luciferase reporter, SF-1/DAX-1 repression relief; inhibition, % at 6.8 µM; 1.1% of 370,000 active; AID 652010, 2013;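 active = inhibition above the mean over all tested compounds plus 3 SD, cut at about 3.6% in these data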;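 also: 0% = DAX-1 cells with DMSO and 100% = cells lacking DAX-1 with DMSO; higher inhibition means more luminescence from relief of DAX-1 repression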
DAX1 inh-2 = DAX1 (NR0B1) inhibitors, primary screen, cell-based, HEK293, Gal4-DAX1, luciferase luminescence; AID 504766, 2011; HEK293 Gal4-DAX1 luciferase reporter; 0.99% of 340,000 active; inhibition, % at 6.75 µM; Nuclear receptor subfamily 0 group B member 1 (Homo sapiens), P51843;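 active = inhibition above the mean over all tested compounds plus 3 SD, cut at about 4.2% in these data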;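 also: 0% = DAX1-transfected cells with DMSO and 100% = empty-vector control cells with DMSO; inhibition shows as a rise in luminescence from relieved DAX1 repression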
GAA850 FXN act = FXN promoter activators, primary screen, cell-based, luciferase luminescence, HEK293 lucGAA850; AID 540364, 2011; 0.56% of 360,000 active; activation, % at 6 µM; HEK293 lucGAA850 FXN promoter luciferase reporter, 24 h; percent of 10 µM SAHA response;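 active = activation above the average of all compounds screened plus 3 SD, cutoff fixed separately per campaign, cut at about 7.5% in these data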;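 also: 0% = DMSO wells and 100% = 10 µM SAHA wells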
ssDAF-12 act = S. stercoralis DAF-12 nuclear receptor activators, primary screen, cell-based, luminescence, HEK293, GRIP1 co-expression, lit1-tk-luc; 1% of 370,000 active; Nuclear hormone receptor DAF-12 (Strongyloides stercoralis); HEK293 ssDAF-12/GRIP1 lit1-tk-luc reporter; % of 3 µM dafachronic acid response; activation, % at 6.8 µM;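 active = activation above the mean over all tested compounds plus 3 SD, cut at about 0.9% in these data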;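 also: 0% = DMSO-only wells and 100% = 3 µM delta7-dafachronic acid wells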
sPLA2-III inh = human group III sPLA2 inhibitors, primary screen, biochemical, QFRET, BODIPY PC-A2 liposome substrate. Group 3 secretory phospholipase A2 (Homo sapiens), Q9NZ20. QFRET BODIPY PC-A2 liposome hydrolysis, fluorescence. inhibition, % at 12.2 µM. 0.56% of 370,000 active. AID 743126, 2013;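 active = inhibition above mean plus 3 SD of compounds lying within the high and low control bounds, cut at about 19% in these data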;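 also: 0% = median of test compound wells and 100% = no enzyme DMSO wells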
An asterisk follows results filed as active.

CCN(CC)S(=O)(=O)c1ccc(/C=C/C(=O)OCC(=O)Nc2ccc(C(N)=O)cc2)cc1 was read as hgDAF12 agonist -1.4, NR1D1 modulator -3, SMARCA2 act -1, PG9 binder -2.8, PLC-beta3 inh 1, hcDAF-12 act -0.4, DAX1 inh-1 0.2, DAX1 inh-2 0.0, GAA850 FXN act 1.0, ssDAF-12 act -1.7 and sPLA2-III inh -2.
For Cc1noc(C)c1C(=O)OCC(=O)c1cc(C)n(Cc2ccccc2Cl)c1C the results were hgDAF12 agonist 3.1, NR1D1 modulator 6, SMARCA2 act -3, PG9 binder 0.4, PLC-beta3 inh -4, hcDAF-12 act -1.0, DAX1 inh-1 -0.8, DAX1 inh-2 -1.2, GAA850 FXN act 2.3, ssDAF-12 act -1.7 and sPLA2-III inh -1.
For O=C(NNC(=O)c1ccc2ccccc2c1O)Nc1ccc(F)cc1 the results were hgDAF12 agonist 2.6, NR1D1 modulator 1, SMARCA2 act -2, PG9 binder -3.1, PLC-beta3 inh -88, hcDAF-12 act 2.1, DAX1 inh-1 1.1, DAX1 inh-2 0.8, GAA850 FXN act 1.6, ssDAF-12 act -0.5 and sPLA2-III inh 28*.
Screening COc1ccc(-c2ccc(C(=O)NCCN3CCOCC3)c3occc23)c(C)c1 returned hgDAF12 agonist -2.4, NR1D1 modulator 7, SMARCA2 act -5, PG9 binder -0.2, PLC-beta3 inh -31, hcDAF-12 act -2.3, DAX1 inh-1 -0.5, GAA850 FXN act -1.4, ssDAF-12 act -1.1 and sPLA2-III inh 6.
Screening Cc1nc2ccccn2c(=O)c1NC(=O)c1cccs1 returned hgDAF12 agonist 4.7, NR1D1 modulator -8, SMARCA2 act 0, PG9 binder 0.4, PLC-beta3 inh -21, hcDAF-12 act 0.1, DAX1 inh-1 0.9, DAX1 inh-2 -0.5, GAA850 FXN act 0.2, ssDAF-12 act -0.6 and sPLA2-III inh 8.
Screening Cc1ccnc(NS(=O)(=O)c2ccc(NC(=O)c3snnc3C)cc2)n1 returned hgDAF12 agonist 1.0, NR1D1 modulator -2, SMARCA2 act -1, PG9 binder -1.7, PLC-beta3 inh -5, hcDAF-12 act 0.6, DAX1 inh-1 -1.3, DAX1 inh-2 -0.7, GAA850 FXN act 1.9, ssDAF-12 act -1.0 and sPLA2-III inh -10.
`O=C(Nc1ccc(NS(=O)(=O)c2ccccc2)c(Cl)c1)c1ccccc1` gave hgDAF12 agonist 0.2, NR1D1 modulator 4, SMARCA2 act -1, PG9 binder -0.6, PLC-beta3 inh -6, hcDAF-12 act -1.7, DAX1 inh-1 -0.8, DAX1 inh-2 -1.4, GAA850 FXN act -2.4, ssDAF-12 act -1.7 and sPLA2-III inh -14.
`C=CC(=O)NCCCc1cc(C(C)(C)C)c(O)c(C(C)(C)C)c1` gave hgDAF12 agonist -0.4, NR1D1 modulator 5, SMARCA2 act -2, PG9 binder -0.6, PLC-beta3 inh -1, hcDAF-12 act -1.4, DAX1 inh-1 -1.4, DAX1 inh-2 -1.6, GAA850 FXN act 1.1, ssDAF-12 act -1.9 and sPLA2-III inh 4.
For Cc1c(C#N)c(N)nc2c3c(sc12)NC(=O)CC3c1ccccc1 (stereo unspecified) the results were hgDAF12 agonist -2.8, NR1D1 modulator 9, SMARCA2 act -2, PG9 binder 3.4, PLC-beta3 inh -3, hcDAF-12 act -0.2, DAX1 inh-1 0.0, DAX1 inh-2 -0.3, GAA850 FXN act 1.9, ssDAF-12 act -0.5 and sPLA2-III inh -4.
N#C/C(=C\c1cc2c(cc1Br)OCO2)C(=O)NCC1CCCO1 (stereo unspecified) was read as hgDAF12 agonist 0.2, NR1D1 modulator -2, SMARCA2 act 0, PG9 binder 0.3, PLC-beta3 inh -8, hcDAF-12 act 0.8, DAX1 inh-1 0.2, DAX1 inh-2 3.7, GAA850 FXN act 4.8, ssDAF-12 act -1.4 and sPLA2-III inh -2.

Overlap with the part before: two compounds, then new ones.
For Cc1c(C#N)c(N)nc2c3c(sc12)NC(=O)CC3c1ccccc1 (stereo unspecified) the results were hgDAF12 agonist -2.8, NR1D1 modulator 9, SMARCA2 act -2, PG9 binder 3.4, PLC-beta3 inh -3, hcDAF-12 act -0.2, DAX1 inh-1 0.0, DAX1 inh-2 -0.3, GAA850 FXN act 1.9, ssDAF-12 act -0.5 and sPLA2-III inh -4.
N#C/C(=C\c1cc2c(cc1Br)OCO2)C(=O)NCC1CCCO1 (stereo unspecified) was read as hgDAF12 agonist 0.2, NR1D1 modulator -2, SMARCA2 act 0, PG9 binder 0.3, PLC-beta3 inh -8, hcDAF-12 act 0.8, DAX1 inh-1 0.2, DAX1 inh-2 3.7, GAA850 FXN act 4.8, ssDAF-12 act -1.4 and sPLA2-III inh -2.
`CCOc1ccc(CONS(=O)(=O)c2ccc(NC(C)=O)cc2)cc1Cl` gave hgDAF12 agonist -1.2, NR1D1 modulator 2, SMARCA2 act 1, PG9 binder 0.3, PLC-beta3 inh 2, hcDAF-12 act -2.5, DAX1 inh-1 -1.2, DAX1 inh-2 -1.8, GAA850 FXN act 1.3, ssDAF-12 act -1.5 and sPLA2-III inh -22.
CC1(C)C[C@@H]2C[C@@](C)(CN2C(=O)c2ccccc2)C1 was read as hgDAF12 agonist -0.3, NR1D1 modulator -8, SMARCA2 act -5, PG9 binder -1.4, PLC-beta3 inh -9, hcDAF-12 act -0.3, DAX1 inh-1 -0.6, DAX1 inh-2 2.9, GAA850 FXN act 0.4, ssDAF-12 act -1.8 and sPLA2-III inh 14.
CC(NC(=O)Cn1c(NCCO)nc2ccccc21)C1CC2CCC1C2 (stereo unspecified) was read as hgDAF12 agonist 0.1, NR1D1 modulator 0, SMARCA2 act -3, PG9 binder 0.4, PLC-beta3 inh -3, hcDAF-12 act -1.7, DAX1 inh-1 -0.6, DAX1 inh-2 2.2, GAA850 FXN act 0.5, ssDAF-12 act -1.5 and sPLA2-III inh -1.
Screening O=C(O)C1CCCCC1C(=O)Nc1ccccc1Cl (stereo unspecified) returned hgDAF12 agonist 0.0, NR1D1 modulator -4, SMARCA2 act -1, PG9 binder 0.9, PLC-beta3 inh 3, hcDAF-12 act -1.2, DAX1 inh-1 0.4, DAX1 inh-2 0.2, GAA850 FXN act -0.3, ssDAF-12 act -1.2 and sPLA2-III inh 0.
O=[n+]1cc(-c2ccc(F)cc2)n([O-])c2c1CCC2 was read as hgDAF12 agonist -1.0, NR1D1 modulator -4, SMARCA2 act -3, PG9 binder -2.2, PLC-beta3 inh -1, hcDAF-12 act 0.5, DAX1 inh-1 -0.1, DAX1 inh-2 1.2, GAA850 FXN act 0.2, ssDAF-12 act -0.6 and sPLA2-III inh 8.
For O=C(CSc1n[nH]c(=O)n1CCc1ccccc1)NC1CCCC1 the results were hgDAF12 agonist 1.5, NR1D1 modulator -5, SMARCA2 act 0, PG9 binder -0.2, PLC-beta3 inh 2, hcDAF-12 act -0.8, DAX1 inh-1 -0.5, DAX1 inh-2 0.9, GAA850 FXN act 0.0, ssDAF-12 act -1.6 and sPLA2-III inh 2.
O=C(Nc1ccc(NC(=O)c2cccs2)cn1)c1ccco1 was read as hgDAF12 agonist 7.1, NR1D1 modulator 4, SMARCA2 act 9.7*, PG9 binder -0.7, PLC-beta3 inh 6, hcDAF-12 act 3.1, DAX1 inh-1 6.0*, DAX1 inh-2 -1.0, GAA850 FXN act 4.2, ssDAF-12 act 0.3 and sPLA2-III inh 1.
Screening O=C1C2C3CCC(C3)C2C(=O)N1CNc1ccc(F)cc1 (stereo unspecified) returned hgDAF12 agonist -1.9, NR1D1 modulator 0, SMARCA2 act -2, PG9 binder 0.6, PLC-beta3 inh 10, hcDAF-12 act -0.7, DAX1 inh-1 0.6, DAX1 inh-2 -0.1, GAA850 FXN act -1.4, ssDAF-12 act -0.6 and sPLA2-III inh 6.
`Cc1cc(C)n(/N=C/c2cc([N+](=O)[O-])ccc2O)c(=O)c1` gave hgDAF12 agonist -0.7, NR1D1 modulator -4, SMARCA2 act -3, PG9 binder -1.4, PLC-beta3 inh -3, hcDAF-12 act -0.7, DAX1 inh-1 0.6, DAX1 inh-2 1.4, GAA850 FXN act -1.9, ssDAF-12 act -0.8 and sPLA2-III inh -1.
Screening Cc1ccc(C(=O)N2CCCC(c3ccccc3)=N2)cc1 returned hgDAF12 agonist 0.8, NR1D1 modulator 5, SMARCA2 act -1, PG9 binder 0.6, PLC-beta3 inh 3, hcDAF-12 act 0.4, DAX1 inh-1 -0.4, DAX1 inh-2 0.2, GAA850 FXN act 2.6, ssDAF-12 act -1.2 and sPLA2-III inh 0.
Screening COc1ccc(CCNC(=O)NC23CC4CC(CC(C4)C2)C3)cc1 returned hgDAF12 agonist 3.6, NR1D1 modulator 7, SMARCA2 act -1, PG9 binder -2.2, PLC-beta3 inh 2, hcDAF-12 act 2.7, DAX1 inh-1 0.1, DAX1 inh-2 0.6, GAA850 FXN act 2.5, ssDAF-12 act -0.9 and sPLA2-III inh -2.
For O=C(O)CCC(=O)NCCc1cccc(Cl)c1 the results were hgDAF12 agonist -0.1, NR1D1 modulator 5, SMARCA2 act -2, PG9 binder -0.2, PLC-beta3 inh -1, hcDAF-12 act -1.3, DAX1 inh-1 -0.3, DAX1 inh-2 -2.3, GAA850 FXN act 0.1, ssDAF-12 act -1.6 and sPLA2-III inh 1.
For Cc1cccc(N2CCN(C(=S)NCc3ccco3)CC2)c1C the results were hgDAF12 agonist 3.5, NR1D1 modulator -2, SMARCA2 act 3, PG9 binder -0.8, PLC-beta3 inh 4, hcDAF-12 act -2.5, DAX1 inh-1 1.1, DAX1 inh-2 1.7, GAA850 FXN act 4.7, ssDAF-12 act -1.0 and sPLA2-III inh 7.
For CCN(C(=O)C(C)OC(=O)c1nn(-c2ccccc2C(F)(F)F)cc1O)c1ccccc1 (stereo unspecified) the results were hgDAF12 agonist -2.5, NR1D1 modulator -3, SMARCA2 act 0, PG9 binder 0.2, PLC-beta3 inh -8, hcDAF-12 act 0.5, DAX1 inh-1 -1.2, DAX1 inh-2 -0.7, GAA850 FXN act -2.0, ssDAF-12 act -2.0 and sPLA2-III inh -15.
For COc1ccc(NC(=O)CSc2nc(C)c3c(c2C#N)CCCC3)cc1 the results were hgDAF12 agonist -1.1, NR1D1 modulator 0, SMARCA2 act 2, PG9 binder -0.4, PLC-beta3 inh 0, hcDAF-12 act -1.0, DAX1 inh-1 -0.3, DAX1 inh-2 -0.7, GAA850 FXN act -2.2, ssDAF-12 act -1.2 and sPLA2-III inh -2.

High-throughput results as filed in PubChem BioAssay.
